High-throughput results from PubChem.
Dicer inh = human Dicer pre-microRNA cleavage inhibition. cat-ELCCA pre-miR-21 Dicer processing, chemiluminescence; active compounds read high. z-score at 25 µM. AID 1347074. Q9UPY3. 6% of 47,000 active; in the data active = z-score above about 3, passing the limit was not always enough;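 also: plate controls were vehicle for no effect and no enzyme for full effect; higher signal means more uncleaved substrate so more Dicer inhibition; strong numbers were not always called active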
* hit, by the source's call.

SMILES | Dicer inh
COC(=O)c1cc(OC)c(OC)cc1-n1cnc2cc(OC)c(OC)cc2c1=O | -0.15
O=C(Nc1ccc(F)cc1F)Nc1cn(-c2ccccc2)nc1-c1ccccc1 | -0.92
CC(C)/C(N)=N/C(=S)Nc1ccccc1 | -0.61
CN(C)/C=C/C(=O)c1ccc2ccccc2c1 | 0.8
CCOC(=O)CSc1nnc(NCC(=O)OC)c(=O)[nH]1 | -0.94
O=[N+]([O-])c1cccc(-c2noc(CSC3=NCCN3)n2)c1 | -1.09
O=[N+]([O-])c1ccc(S(=O)(=O)c2ccccc2)cc1OS(=O)(=O)c1ccc(F)cc1F | -0.76
Cc1cccc(C)c1NC(=O)NCCCO | 1.05
CN1C(=O)CC(c2cn(Cc3ccccc3)c3ccccc23)C1=O (configuration not stated) | 0.56
C/C(=N\OC(=O)c1ccc(Cl)cc1)c1ccc[nH]1 | -0.68
Cc1ccc(CSc2nnc3c(n2)[nH]c2ccccc23)cc1 | 1.17
O=C(Oc1cc(S(=O)(=O)c2ccc(Cl)cc2)ccc1[N+](=O)[O-])c1cc2ccccc2s1 | -2.05
Cc1cccc(NC(c2cccc(O)c2)c2ccc3ccc(C)nc3c2O)n1 (configuration not stated) | 0.83
O=C1C=C(SCC(=O)Nc2ccc(Cl)cc2)SC(c2ccccc2)C1 (configuration not stated) | -0.76
O=C1C(=O)N(Cc2cccnc2)C(c2ccc(Br)cc2)/C1=C(\O)c1ccccc1 (configuration not stated) | -0.11
COc1ccc(C(=O)c2coc3ccc(O)cc23)cc1 | 5.36*
CCCc1[nH]nc2c1C(c1ccc(Cl)cc1)C(C#N)=C(N)O2 (configuration not stated) | -3.22
Nc1nonc1C(=O)NCCNCc1cccs1 | -0.27
COc1ccccc1N1CCN(S(=O)(=O)c2ccc(Br)cc2)CC1 | 1.29
N/C(=N\NC(=O)Nc1ccccc1)c1ccc(C(F)(F)F)cn1 | 2.2
N#CCCN(Cc1ccccc1)CN1C(=O)c2ccccc2C1=O | 0.87
CCSc1ncccc1C(=O)N[C@@H](CCSC)C(=O)OC | -1.45
Cc1cc(C)n(NC(=S)NCc2cccs2)c(=O)c1C#N | 0.8
CC(C)(C)NCC(O)COc1ccccc1C1CCCC1 (configuration not stated) | 0.13
N#CCSc1ccc(Cl)cc1Cl | -0.18
C1=Cc2ccccc2N2CC(c3ccc4ccccc4c3)N=C12 (configuration not stated) | -0.66
S=C1C=C(N2CCCCC2)CC(c2ccccc2Cl)S1 (configuration not stated) | 0.71
O=C1CC(Sc2ccccn2)C(=O)N1c1ccc(Cl)cc1Br (configuration not stated) | 2.1
Cc1cc(-c2nn(C)c(=O)c3ccccc23)cc(C)c1OC(=O)c1ccc(Cl)cc1 | -0.81
O=C(c1ccc(Cl)cc1)N1c2ccccc2OC1c1ccc2c(c1)OCO2 (configuration not stated) | 0.03
Cc1ccc(C)c(C2Nc3ccccc3NC3=C2C(=O)CC(c2cccs2)C3)c1 (configuration not stated) | 3.37*
C[n+]1cn(CC(O)COc2cccc(Cl)c2)c2ccccc21 (configuration not stated) | -0.35
Cc1ccccc1C1=NC(C(F)(F)F)(C(F)(F)F)N=C(N2CCOCC2)O1 | -0.79
Cc1ccc(-c2csc(N=C(N)N)n2)cc1 | -1.37
O=C(Oc1cc(=O)oc2c1c(=O)n1c3c(cccc23)CC1)c1ccccc1 | 1.83
O=C(/C=N/Nc1ccccc1)Nc1ccccc1C(=O)O | -0.14
FC(F)(F)c1cc(N2N=NC3C4CC(C5CCCC54)C32N2CCOCC2)cc(C(F)(F)F)c1 (configuration not stated) | -0.03
COCCNS(=O)(=O)c1ccc(OC)c(-c2nnc3c4ccccc4c(C)nn23)c1 | -1.87
COC(=O)c1cc(=O)n2c(sc3ccccc32)c1C#N | 1.06
CCN(CC)CCCNc1ncnc2ccccc12 | -0.08
CC(C)N1C(=O)C2ON(c3ccc(Cl)cc3)C(c3ccc(N(C)C)cc3)C2C1=O (configuration not stated) | 1.04
Cc1ccc(CN2C(=O)C(O)(CC(=O)c3cccs3)c3cc(Cl)ccc32)cc1 (configuration not stated) | 1.35
COc1cccc(C=Nc2cc(N=Cc3cccc(OC)c3O)cc(C(F)(F)F)c2)c1O | 0.22
CC(C)CNC(=O)C1CC(c2ccccc2)=NO1 (configuration not stated) | 3.61*
Cn1cc([N+](=O)[O-])c(C(=O)Nc2cccc(Br)c2)n1 | 1.52

Four of the compounds above, with each value named:
Compound: CC(C)N1C(=O)C2ON(c3ccc(Cl)cc3)C(c3ccc(N(C)C)cc3)C2C1=O (configuration not stated)
  Dicer inh = 1.04

Compound: Cc1ccc(CN2C(=O)C(O)(CC(=O)c3cccs3)c3cc(Cl)ccc32)cc1 (configuration not stated)
  Dicer inh = 1.35

Compound: COc1cccc(C=Nc2cc(N=Cc3cccc(OC)c3O)cc(C(F)(F)F)c2)c1O
  Dicer inh = 0.22

Compound: CC(C)CNC(=O)C1CC(c2ccccc2)=NO1 (configuration not stated)
  Dicer inh = 3.61*

The list goes on:
SMILES | Dicer inh
FC(F)(F)c1cc(-c2cccs2)c2nncn2n1 | -0.43
CS(=N)c1ccsc1 (configuration not stated) | 0.76
Cc1onc(-c2ccccc2)c1C(=O)NCc1c(Cl)cccc1Sc1ccc(Cl)cc1 | -3.88
CN(C)c1ccc(C2Nc3ccccc3NC3=C2C(=O)CC(c2cccs2)C3)cc1 (configuration not stated) | -3.09
Cc1ccc2c(c1)C(O)(CC(=O)c1ccc(Cl)cc1)C(=O)N2 (configuration not stated) | -0.18
O=C(NC(=O)c1ccccc1F)NN(Cc1c(F)cccc1Cl)c1ccccc1 | -0.23
C=CCn1nnc2sc3c(c2c1=O)CCCC3 | 1.05
CC(C)c1nn2c(=O)c(NC(=O)c3ccc(C(C)(C)C)cc3)cnc2s1 | -0.91
COc1ccc(OCC(O)Cn2c(NC3CCCCC3)nc3c2c(=O)n(C)c(=O)n3C)cc1 (configuration not stated) | 3.32*
CCN(CCN1C(=O)CCC1=O)c1cccc(NC(C)=O)c1 | -1.29
c1nc(N2CCOCC2)c2c3c(sc2n1)CCCC3 | -0.81
O=C1CC(NCCc2c[nH]c3ccc(Cl)cc23)C(=O)N1c1cccc2ccccc12 (configuration not stated) | 2.11
O=C1CC(N2CCN(CCO)CC2)C(=O)N1c1ccc(Cl)cc1 (configuration not stated) | -0.89
Cc1cc2ncc(-c3ccnc(SCc4c(Cl)cccc4Cl)n3)c(C)n2n1 | 24.5*
CCOC(=O)CCc1ccc2c(c1)NC(c1ccc([N+](=O)[O-])s1)O2 (configuration not stated) | -0.24

Reprinted at random: 7 entries already listed.
SMILES | Dicer inh
C=CCn1nnc2sc3c(c2c1=O)CCCC3 | 1.05
Cc1cc(C)n(NC(=S)NCc2cccs2)c(=O)c1C#N | 0.8
CCN(CC)CCCNc1ncnc2ccccc12 | -0.08
Cc1onc(-c2ccccc2)c1C(=O)NCc1c(Cl)cccc1Sc1ccc(Cl)cc1 | -3.88
C1=Cc2ccccc2N2CC(c3ccc4ccccc4c3)N=C12 (configuration not stated) | -0.66
Nc1nonc1C(=O)NCCNCc1cccs1 | -0.27
CN(C)c1ccc(C2Nc3ccccc3NC3=C2C(=O)CC(c2cccs2)C3)cc1 (configuration not stated) | -3.09

Next results
SMILES | Dicer inh
CC(=O)c1ccc(C#CCOC(=O)c2ccc(C(F)(F)F)cc2)s1 | -2.66
Cc1nc2ccccc2c(=O)n1CCCn1ccnc1 | 2.26
CC1(C)CC(=O)C2=C(C1)Nc1ccccc1NC2c1cccs1 (configuration not stated) | 0.88
Nc1nc2sc3c(c2cc1C(=O)NCC(=O)O)CCCC3 | -0.39
N=C(N)COc1ccccc1Cl | 0.29
O=C(CSC1=NCCCN1)NN(Cc1c(F)cccc1Cl)c1ccccc1 | -3.02
O=C(Oc1c(-c2ccccc2)c(=O)n2c3c(c4cccc1c42)CCCC3)c1cccc(C(F)(F)F)c1 | 0.47
CCC/S(=N\S(=O)(=O)c1ccc(C)cc1)c1ccccc1 (configuration not stated) | -1
CCC(C)S(=O)(=O)c1scc(-c2ccc(Cl)cc2)c1C#N (configuration not stated) | -1.97
CCOC(=O)c1c(NC(=O)CCC(=O)OC)sc2c1CCCC2 | -1.18
O=C(O)c1ccccc1N1C(=O)C2CC=C(Cl)CC2C1=O (configuration not stated) | -0.66
Cc1ccc(C)c(C(=O)CN2C3=NCCN3c3ccccc32)c1 | 1.85
COC(=O)c1ccc(Oc2nc3c(c(=O)n(C)c(=O)n3C)n2Cc2ccc(Br)cc2)cc1 | -0.76
NC(=O)OCC(O)COc1ccc(Cl)cc1 (configuration not stated) | -0.54
O=C(Nc1cc(C(F)(F)F)ccc1Cl)C(=S)NCc1ccccc1 | -0.57

Individual results from the entries so far:
Dicer inh with O=C(Nc1cc(C(F)(F)F)ccc1Cl)C(=S)NCc1ccccc1 → -0.57
Dicer inh with O=[N+]([O-])c1ccc(S(=O)(=O)c2ccccc2)cc1OS(=O)(=O)c1ccc(F)cc1F → -0.76
Dicer inh with COCCNS(=O)(=O)c1ccc(OC)c(-c2nnc3c4ccccc4c(C)nn23)c1 → -1.87

Other entries.
SMILES | Dicer inh
Cc1nc2ccccn2c1-c1ccnc(SCC(=O)N(c2ccccc2)C2CCCCC2)n1 | 0.53
Cc1nn(S(=O)(=O)c2cccc(C(F)(F)F)c2)c(C)c1Sc1nccc(-c2cccnc2)n1 | -1.99
Cc1nc(-c2cc(C#N)c(=O)[nH]c2C)cs1 | -1.09
COC(=O)c1ccccc1N1C(=O)C2C3c4ccccc4C(c4ccccc43)C2C1=O (configuration not stated) | 4.25*
COc1ccc2c(c1)c(=O)oc1c(C)c(OC(C(=O)O)c3ccccc3)ccc12 (configuration not stated) | -0.82
CC1=C(C(=O)OC2CCCC2)C(c2cccc(Br)c2)C2=C(CC(C)(C)CC2=O)N1 (configuration not stated) | 0.49
Cc1c(CC(=O)Oc2ccc([N+](=O)[O-])cc2)sc2ccc(Cl)cc12 | 0.3
CCOC(=O)COc1cccc2c(C)cc(=O)oc12 | -0.49
CCCCCOC(=O)C1=C(C)NC2=C(C(=O)CCC2)C1c1cc2c(cc1Cl)OCO2 (configuration not stated) | -0.61
Cc1ccc(S(=O)(=O)CC2CSc3nc(N)cc(=O)n32)cc1 (configuration not stated) | -0.98
CCCCCc1nc2scc(-c3ccc(OC)c(OC)c3)c2c(=O)o1 | 0.89
O=c1n(Cc2ccccc2)nc2n1-c1ccccc1OC2 | 35.3
Cc1nn(C)c(C(=O)Nc2ccccc2Cl)c1[N+](=O)[O-] | -1.28
CCOC(=O)N1CCc2c(sc3c2C(=O)NC(c2ccc(C)cc2)N3)C1 (configuration not stated) | -4.08
COc1ccc(/C(O)=C2\C(=O)C(=O)N(Cc3cccnc3)C2c2ccc(N(C)C)cc2)cc1 (configuration not stated) | 0.99
Cn1nc(C(F)(F)F)c(-c2ccc(F)cc2)c1NC(=O)Nc1ccccc1 | -0.51
Cc1ccc(C(=O)NC(Nc2ccc(F)cc2)(C(F)(F)F)C(F)(F)F)cc1 | 0.65
CCCn1c(Nc2nc3ccccc3n2C)nc2ccccc21 | 4.91*
CC(=O)n1c2ccccc2c2nc(Nc3ccccc3)sc21 | -0.17
CSc1cccc(N2C(=O)C3CC=C(C)CC3C2=O)c1 (configuration not stated) | 0.08
Cc1ccnc(NC(c2cccc(F)c2)c2ccc3cccnc3c2O)c1 (configuration not stated) | 10.9*
Nc1nc(SCc2ccc(C(=O)NCCO)cc2)nc2sc3c(c12)CCCC3 | 1.29
O=C1OC2(O)c3ccccc3C(=O)N2c2ccccc21 (configuration not stated) | 0.06
O=C1CN(c2ccc(OC(F)(F)F)cc2)C(=O)CN1Cc1ccc2c(c1)OCO2 | 0.47
O=C(O)CC(C(=O)NCc1ccccc1)C1=CCCCC1 (configuration not stated) | -0.15
Cc1c(C#N)c(Sc2n[nH]c(=O)n2C2CCCCC2)nc2ccccc12 | -0.89
COC(=O)c1c(NC(=O)CCSc2nnc3ccccn23)sc2c1CCC2 | -1.6
COc1cc(S(=O)(=O)N2CCOCC2)ccc1Cl | 1.76
O=C(Nc1ccc(Cl)cc1)c1cscc1Sc1ccc(Cl)cc1 | 0.85
O=C(NC(=S)N1CCc2ccccc21)c1cncc(C#Cc2ccccc2)c1 | 3.76*

In another format: results already given
structure	Dicer inh
Cn1nc(C(F)(F)F)c(-c2ccc(F)cc2)c1NC(=O)Nc1ccccc1	-0.51
O=C(O)CC(C(=O)NCc1ccccc1)C1=CCCCC1 (configuration not stated)	-0.15
CCCn1c(Nc2nc3ccccc3n2C)nc2ccccc21	4.91*

Further compounds:
SMILES | Dicer inh
O=C(CSc1nc2c(c(C(F)(F)F)n1)CCc1ccccc1-2)NCc1ccncc1 | 1.98
CCN(CC)C(=S)SSC(=S)N(CC)CC | 0.98
CCCc1cnc(N2CCCN(C(=S)Nc3ccc(C)cc3C)CC2)nc1 | -0.83
CC(C)(C(=O)Nc1ccccc1)S(=O)(=O)c1ccc(C(F)(F)F)cn1 | -0.54
CC1(C)Cc2[nH]c(=O)c(C#N)cc2CO1 | 1.35
CC(C)Nc1nccc(C(F)(F)F)n1 | -0.96
O=C(O)c1cc(-c2ccc3c(c2)OCCO3)n[nH]1 | 0.65
CCOC(=O)CC(=O)CSc1nnc(NC(=O)c2ccc(C)cc2)s1 | -1.35
Cc1ccc(-c2nn3c(C)nnc3s2)cc1NC(=O)C(C)C | 0.71
CCCCN1C(=O)C(O)(CC(=O)c2ccc(OC)cc2OC)c2cc(Br)ccc21 (configuration not stated) | 1.44
Cn1c(=O)c2c(ncn2Cc2cc(-c3ccccc3)no2)n(C)c1=O | -1.14
CCOCCOC(=O)C1=C(C)NC2=C(C(=O)CCC2)C1c1ccc(C(=O)OC)cc1 (configuration not stated) | 4.84*
COc1ccc(-c2nnc(SC(C)C(=O)O)o2)cc1 (configuration not stated) | 0.9
Cn1c(Cl)c[n+](C)c1C(O)c1ccccc1 (configuration not stated) | 0.54
Nc1nc(Nc2ccc(F)cc2)sc1C(=O)c1ccccc1 | 4.25*
CCOC(=O)N/N=C(\C)c1ccc(OC)cc1 | 2.95
COc1cc(SCc2ccccc2)c(C(=O)O)cc1OC | -2.02
O=C1CC(c2ccc3c(c2)OCO3)c2c(n[nH]c2-c2ccccc2)N1 (configuration not stated) | -0.77
CC1=Nn2c(nc3sc(C)c(C)c3c2=O)SC1 | 0.68

Only part of the results is shown; count on the stated rates, not on these rows.
